# IL1B NFkB inh: blocks IL-1B driven NFkB nuclear translocation in HUVEC cells; HUVEC IL-1B NFkB p65 nuclear translocation imaging; AID 796; hit rate 0.43% among 94,000; inhibition, % at 2 µM;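 active = inhibition above about 30% together with a positive call from visual inspection of the well image, limit read from the data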;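 note: nuclear over cytoplasmic p65 intensity ratio measured by imaging; 0% = IL-1B stimulated DMSO wells and 100% = unstimulated DMSO wells; values of inactives mirror those of a sister screen read the other way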
# PLAP inhibitors HTS: inhibition of human placental alkaline phosphatase – biochemical, luminescence, HTS (AID 690). hit rate 0.08% among 96,000. purified PLAP, luminescent substrate; higher % means a stronger effect. inhibition, % at 20 µM; hits with a dose series show IC50 in µM; in the data active = a potency from the dose series; inactive = the rest, 99 in 100 with inhibition below about 30%; note: strong numbers were not always called active
# MRP resist rev: MRP-mediated drug resistance reversal | H69AR cells + 2 uM doxorubicin, CellTiter-Glo, 72 h | differential viability (reversal), % at 10 µM | hit rate 0.04% among 85,000;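 active = viability drop by adding the cancer drug above about 55%, with treated viability meeting a 40% cutoff, limit read from the data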;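 note: viability without doxorubicin minus viability with 2 µM doxorubicin for each compound; larger differential means the compound sensitizes cells more to doxorubicin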
# NFkB transloc pot: enhances IL-1B driven NFkB nuclear translocation. HUVEC IL-1B NFkB p65 nuclear translocation imaging. activation, % at 2 µM. hit rate 0.3% among 94,000;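 active = activation above 40%, about the mean plus 3 SD, also judged a hit on visual image review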;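 note: percent activation is computed from the nuclear over cytoplasmic p65 intensity ratio; values of inactives mirror those of a sister screen read the other way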
# Bcl-B TR3 displacers: displacers of TR3 peptide from Bcl-B, primary screen, selectivity assay for Bfl-1 inhibitor project, biochemical, fluorescence polarization | hit rate 0.11% among 96,000 | one-dose displacement, % at 20 µM; IC50 in µM for titrated hits | FP displacement of FITC-TR3 peptide from Bcl-B; higher % means a stronger effect;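 active = displacement above 50% at 20 µM plus a fluorescence interference ratio under 1.5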;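 note: plate controls were wells without compound for no effect and wells lacking Bcl-B protein for full effect; a part of the inactive calls stands beside numbers as strong as those of hits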
# MRP resist rev cytotoxicity: second read-out of MRP resist rev, no call of its own (marks repeat the call); viability, %; H69AR cells, CellTiter-Glo, 72 h; measured here: cytotoxicity without doxorubicin
# MRP resist rev with doxorubicin: further read-out of MRP resist rev, marked with its call; viability, %; measured here: viability with 2 uM doxorubicin; stronger effect = lower value
# IL1B NFkB inh cell count 2 µM: recorded beside IL1B NFkB inh, whose call it bears; cell count; measured here: cells passing quality filter;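 raw number of nuclei counted in each imaged well without normalization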
# NFkB transloc pot cell count 2 µM: also measured in NFkB transloc pot; calls as there; cell count; measured here: cells passing quality filter
# The depositor's hits bear a star; x = not tested or not shown.
SMILES,IL1B NFkB inh,IL1B NFkB inh cell count 2 µM,PLAP inhibitors HTS,MRP resist rev,MRP resist rev cytotoxicity,MRP resist rev with doxorubicin,NFkB transloc pot,NFkB transloc pot cell count 2 µM,Bcl-B TR3 displacers
CCOC(=O)N1CCN(S(=O)(=O)c2ccc(C(=O)Nc3ccc(F)cc3F)cc2)CC1,-11.3,118,-1.2%,-24.9,20.4,45.4,11.3,118,-3.1%
COC(=O)c1cn(C)c2ccc(S(=O)(=O)N3CC(C)CC(C)C3)cc2c1=O (configuration not stated),2.9,134,x,17.1,102.0,84.9,-2.9,134,3.8%
N#Cc1cc(-c2ccccc2)cn(Cc2c(Cl)cccc2Cl)c1=O,x,x,2.1%,x,x,x,x,x,0.6%
Cc1nc(NC2=NCN(Cc3cccnc3)CN2)nc2ccccc12,x,x,19.8%,-6.2,80.0,86.2,x,x,-8.5%
Cc1ccc(S(=O)(=O)N2CCCC(C(=O)N3CCCc4ccccc43)C2)cc1 (configuration not stated),2.8,179,5.9%,x,x,x,10.7,124,1.2%
N#Cc1ccc(-c2ccco2)nc1SCc1ccccc1,4.7,127,18.6%,-26.5,24.7,51.2,-4.7,127,-13.1%
COc1cc(NC(=O)CSc2nnnn2Cc2ccc3c(c2)OCO3)cc(OC)c1,-20.0,190,28.4%,x,x,x,20.0,190,-17.8%
CCC(=O)Nc1ccc(NC(=O)c2ccco2)c(OC)c1,-18.1,177,6.9%,-3.1,104.7,107.8,18.1,177,1.1%
CC(C)(C)n1ncc2c(=O)n(CC(=O)OCc3ccccc3)cnc21,-1.0,99,2.5%,20.3,89.6,69.3,1.0,99,-4.0%
COc1ccc(/C=N/c2c(-c3ccc(OC)cc3)nc3n2CCS3)cc1,-23.1,129,x,-3.8,93.8,97.6,23.1,129,x
CCOC(=O)N1CCN(C(=O)NC23CC4CC(CC(C4)C2)C3)CC1,-19.8,156,-0.2%,x,x,x,19.8,156,-0.9%
OC(CSc1ccccc1Cl)CN1CCN(c2ccc(F)cc2)CC1 (configuration not stated),8.9,159,5.7%,x,x,x,-8.9,159,-1.6%
O=C(CCN1C(=O)c2ccccc2C1=O)N1CCN(c2ccccn2)CC1,x,x,16.5%,0.6,96.4,95.8,x,x,-6.6%
O=S(=O)(NCc1ccco1)c1ccc(S(=O)(=O)N2CCCCC2)cc1,9.4,90,x,8.5,86.5,78.0,-9.4,90,x
O=C(Nc1ncc2c(n1)-c1ccccc1CC2)c1ccc(F)cc1,x,x,8.4%,x,x,x,x,x,-5.8%
COc1cc(C2N3CC4(C)CN2CC(C)(C3)C4)ccc1O (configuration not stated),-4.5,158,11.5%,13.3,94.1,80.8,4.5,158,-5.8%
CN(C)S(=O)(=O)N1CCN(C(=O)N2CCCCCC2)CC1,-1.0,138,14.1%,11.7,100.3,88.7,1.0,138,-13.4%
Cc1ccccc1NC(=O)Cc1nc(CSc2nnc(C3CCCCC3)n2N)cs1,x,x,-69.1%,9.4,87.5,78.1,x,x,-21.2%
COc1ccc(OCC(O)CN2CCCCCC2)cc1 (configuration not stated),-0.4,105,x,-12.2,86.0,98.2,0.4,105,x
COc1ccc(NC(=O)CSc2nc(-c3ccncc3)nn2CC(=O)N2CCCC2)cc1,x,x,-46.0%,-2.5,72.3,74.9,x,x,-1.2%
CCN(CC)S(=O)(=O)c1cccc(-c2nc3n(n2)Cc2ccccc2-3)c1,-15.8,82,8.6%,-10.5,60.7,71.2,15.8,82,-0.1%
CC(=O)Nc1nc(-c2cccs2)cs1,1.3,153,-16.1%,-12.4,88.0,100.4,-1.3,153,-12.4%
Cn1c(=O)oc2cc(S(=O)(=O)N3CCCC(C(=O)NCC4COc5ccccc5O4)C3)ccc21 (configuration not stated),x,x,-52.5%,x,x,x,x,x,-4.4%
O=c1c2ccccc2nc(SCc2ccccc2Cl)n1Cc1ccccc1,1.1,104,-5.6%,x,x,x,-1.1,104,-0.2%
Cc1ccccc1OCc1nc(-c2ccccc2)no1,-29.5,124,-5.0%,-14.8,96.1,110.9,29.5,124,-8.2%

# (continued)
SMILES,IL1B NFkB inh,IL1B NFkB inh cell count 2 µM,PLAP inhibitors HTS,MRP resist rev,MRP resist rev cytotoxicity,MRP resist rev with doxorubicin,NFkB transloc pot,NFkB transloc pot cell count 2 µM,Bcl-B TR3 displacers
O=C(CSc1nc2c(sc3ccccc32)c(=O)n1CCCN1CCCC1)NCC1CCCO1 (configuration not stated),-6.3,116,-67.9%,5.0,90.5,85.5,6.3,116,-17.2%
Cc1cc(C)n2c(SCC(=O)N3CCN(S(=O)(=O)c4ccc(Cl)cc4)CC3)nnc2n1,-2.3,155,-11.7%,x,x,x,2.3,155,7.6%
O=C(c1ccc2nc(-c3ccco3)c(-c3ccco3)nc2c1)N1CCN(c2ccccc2)CC1,-18.3,140,-36.6%,2.0,93.7,91.7,18.3,140,13.1%
CCOCC(=O)Nc1nc2ccc(C)cc2s1,1.1,98,x,-28.5,40.2,68.7,-1.1,98,x
C=CCn1c(NC(=O)c2ccccc2Cl)c(C#N)c2nc3ccccc3nc21,-5.5,171,-13.2%,-14.1,56.9,71.0,5.5,171,-48.9%
COCC(C)NC(=O)c1noc2c1CCc1cc(OC)ccc1-2 (configuration not stated),x,x,-20.5%,8.0,108.1,100.1,x,x,8.0%
Cc1cc2cc(CNC(=O)c3ccc(S(=O)(=O)N4CCOCC4)cc3)ccc2n1C,8.1,170,-44.5%,11.2,97.0,85.7,-8.1,170,15.0%
Cc1cc(/C=C(/C#N)c2nc3ccccc3[nH]2)c(C)n1-c1cccc([N+](=O)[O-])c1,-19.4,165,-49.0%,19.9,64.3,44.5,19.4,165,11.5%
Cc1cc(C)c2c(N)c(C(=O)N3CCCCCC3)sc2n1,24.4,146,-80.9%,0.3,90.3,90.0,-24.4,146,-3.5%
COc1ccc(N/C=C/C(=O)c2ccc(C)cc2)c([N+](=O)[O-])c1,1.5,164,x,x,x,x,-1.5,164,x
CCCn1nnnc1SCC(=O)NCc1cccs1,10.5,147,7.8%,13.9,103.2,89.3,-10.5,147,6.1%
CC(=O)N(c1ccc2oc(=O)sc2c1)S(=O)(=O)c1ccccc1,14.3,123,9.5%,-9.3,77.0,86.3,-14.3,123,2.7%
Cn1c(=O)n(CCc2ccccc2)c(=O)c2c1nc1n2CCN1Cc1ccco1,10.0,121,5.8%,25.4,45.1,19.8,-10.0,121,-13.2%
O=C(c1ccco1)[C@@H]1[C@@H]2C(=O)N(c3ccc(Br)cc3)C(=O)[C@@H]2C2c3ccccc3C=CN21 (some centres not stated),-21.3,146,-24.1%,1.5,109.0,107.5,21.3,146,-66.2%
COc1ccccc1C1C(C(=O)c2cc3ccccc3o2)=C(O)C(=O)N1CCN(C)C (configuration not stated),8.1,141,-55.5%,11.8,101.6,89.7,-8.1,141,-7.1%
COc1ccccc1NC(=S)NC(=O)CCCOc1ccc(Cl)cc1Cl,16.1,149,38.6%,x,x,x,-16.1,149,-6.4%
COC(=O)c1ccc(C2CC(=O)Nc3cc(OC)c(OC)cc32)cc1 (configuration not stated),-12.7,124,21.5%,-4.4,89.3,93.7,12.7,124,-8.0%
Cc1c(N(C(=O)Nc2ccccc2)C2=NCC(C)S2)c(=O)n(-c2ccccc2)n1C (configuration not stated),-8.4,157,-58.3%,10.3,85.1,74.8,8.4,157,-5.1%
CCC1=NN2C(=N)/C(=C\c3ccc(SCc4ccco4)o3)C(=O)N=C2S1,-7.9,165,-19.5%,-6.6,93.3,99.9,7.9,165,-143.5%
Cn1c(Cn2c(C(F)(F)F)nc3ccccc32)nc2ccccc21,6.4,178,18.3%,3.5,92.4,88.8,-6.4,178,-1.5%
Cn1c(SCC(=O)N(C2CCCCC2)C2CCCCC2)nnc1-c1cccs1,-12.6,124,24.6%,-40.8,20.0,60.8,12.6,124,-3.2%
COc1ccc(CNC(=O)Cc2c(C(=O)O)[nH]c3ccccc23)cc1,1.1,149,-6.8%,x,x,x,-1.1,149,-3.0%
O=C(CSCc1ccccc1)Nc1ccc2c(c1)OCO2,0.1,130,x,2.9,105.4,102.5,-0.1,130,x
Cc1cc(C)cc(NC2=CC(=O)CC(c3ccco3)C2)c1 (configuration not stated),-5.5,164,13.2%,15.9,100.1,84.2,5.5,164,3.1%
COCCCn1nnnc1SCC(=O)Nc1nc(C)c(C)s1,-3.1,161,x,-15.6,84.4,100.0,3.1,161,x

# (further entries)
SMILES,IL1B NFkB inh,IL1B NFkB inh cell count 2 µM,PLAP inhibitors HTS,MRP resist rev,MRP resist rev cytotoxicity,MRP resist rev with doxorubicin,NFkB transloc pot,NFkB transloc pot cell count 2 µM,Bcl-B TR3 displacers
CCCSc1nc(=O)n2cc(C)ccc2n1,-3.2,136,7.9%,x,x,x,3.2,136,-7.8%
CCOC(=O)COc1nc(N(C)C)nc(N(C)C)n1,-12.8,167,-0.2%,2.5,110.8,108.3,12.8,167,1.0%
COc1ccc(S(=O)(=O)N2CCCN(CC(=O)Nc3cc(NC(C)=O)ccc3OC)CC2)cc1,-11.4,195,8.9%,10.2,58.9,48.6,11.4,195,-1.0%
Cc1nc2nc[nH]n2c(=O)c1NC(=O)c1c(-c2ccccc2Cl)noc1C,x,x,-1.2%,-9.0,104.6,113.6,x,x,-2.8%
CCCCCCc1cc2cc(C(N)=O)c(=N)oc2cc1O,-3.9,149,-43.5%,-2.8,2.0,4.9,3.9,149,96.9%
CCN(CC)C(=O)Cn1cc(/C=C(\C#N)C(=O)N2CCN(c3ccccc3)CC2)c2ccccc21,-5.6,117,-34.4%,x,x,x,5.6,117,-3.2%
CC(C)c1nc(N2CCCC2)c(C#N)c2c1CCCC2,-11.4,108,18.6%,15.1,96.9,81.8,11.3,108,-4.6%
O=C(NCc1ccccn1)c1cc2ccccn2n1,-9.3,66,-7.8%,6.8,102.4,95.6,9.3,66,5.5%
Cc1csc(SCC(=O)N2CCCC2)n1,-7.9,159,4.8%,10.9,107.5,96.6,7.9,159,-10.3%
N#CCCSCc1ccc(C(=O)O)o1,-15.7,124,-1.0%,9.6,99.8,90.2,15.7,124,-1.1%
O=C(COC(=O)COc1ccc(Cl)cc1)NC1CCCCC1,6.8,173,16.1%,7.6,106.8,99.2,-6.8,173,5.2%
COc1cc(OC)nc(NC(=O)COC(=O)C2CCCCC2)n1,0.9,114,-5.4%,x,x,x,-0.9,114,0.7%
O=C1Nc2cccnc2Sc2ccccc21,-29.8,191,-9.8%,-11.9,102.9,114.8,29.8,191,19.2%
COC(=O)CSc1nc2c(c(=O)n(C)c(=O)n2C)n1CCCc1ccccc1,x,x,-52.2%,0.3,85.0,84.7,x,x,11.1%
O=C(Nc1ccc2c(c1)OCCO2)c1c(F)cccc1F,-1.7,174,-4.4%,6.7,95.1,88.5,1.7,174,-0.9%
O=C(CN1C(=O)c2ccccc2S1(=O)=O)N1CCN(c2ccccc2F)CC1,x,x,5.7%,15.1,107.8,92.7,x,x,-5.1%
COc1ccc(S(=O)(=O)Nc2cc(OC)c(NC(=O)c3ccco3)cc2OC)cc1,-43.1,206,-16.2%,-0.1,82.9,83.0,43.1*,206*,-0.6%
CCC(=O)Nc1ccc(S(=O)(=O)Nc2ncccn2)cc1,2.6,175,9.8%,x,x,x,-2.6,175,6.6%
COc1ccc(Nc2nc(N)nc(CSc3n[nH]c(-c4ccccc4)n3)n2)cc1,-8.2,139,2.0%,x,x,x,8.2,139,-5.5%
CC(=O)n1nc(-c2cccnc2)nc1N,-5.7,144,10.0%,3.3,90.9,87.6,5.7,144,-1.8%

# Some of these compounds in order of the NFkB transloc pot cell count 2 µM value, low to high:
Molecule	NFkB transloc pot cell count 2 µM
O=C(NCc1ccccn1)c1cc2ccccn2n1	66
CCCSc1nc(=O)n2cc(C)ccc2n1	136
O=C(Nc1ccc2c(c1)OCCO2)c1c(F)cccc1F	174

# An excerpt of these results, with values under each structure:
# Below each compound: IL1B NFkB inh	IL1B NFkB inh cell count 2 µM	PLAP inhibitors HTS	MRP resist rev	MRP resist rev cytotoxicity	MRP resist rev with doxorubicin	NFkB transloc pot	NFkB transloc pot cell count 2 µM	Bcl-B TR3 displacers
> CC(=O)n1nc(-c2cccnc2)nc1N
    -5.7	144	10.0%	3.3	90.9	87.6	5.7	144	-1.8%
> O=C(NCc1ccccn1)c1cc2ccccn2n1
    -9.3	66	-7.8%	6.8	102.4	95.6	9.3	66	5.5%
> Cc1nc2nc[nH]n2c(=O)c1NC(=O)c1c(-c2ccccc2Cl)noc1C
    x	x	-1.2%	-9.0	104.6	113.6	x	x	-2.8%

# Only part of the results is shown; the hit share may differ from the screen's.
